# aGlu spleen mod: inhibits or activates alpha-glucosidase in human spleen homogenate. human spleen homogenate, 4-MU-alpha-glucoside fluorescence. Potency, µM (series often up to 79.9 µM), for the others: at the highest dose activity change, negative = inhibition, usual class: inhibitors. P10253. 240,000 compounds, 0.006% hits;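 also: 0% = enzyme with vehicle and -100% = no enzyme basal signal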
#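 AC50 values come from Hill-equation fits of concentration-response data, normalized to no-enzyme and full-activity controls. Enzyme source: 1 ug human spleen homogenate; 1 mM fluorogenic 4-MU glucoside, pH 5.0 citrate buffer, 37 C, 40 min.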
# HTT cytoprotect: protects HTT-Q103 PC12 cells, measured by ATP; PC12 HTT-Q103 induced, cytoprotection, ATP luminescence, 40 h; Potency, µM (highest dose often 56.4 µM), inactives show cytoprotection (ATP increase), usual class: activators; 230,000 compounds, 0.14% hits; AID 1471;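 also: % of control where 0% means no effect; nearly all actives have a fitted effect of over 45% in size; toxic huntingtin expression switched on by the ecdysone agonist tebufenozide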
#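 ATP quantification (ATPlite) reports survival of PC12 cells in which tebufenozide, 100 nM final, switches on Htt exon 1 with 103 glutamines linked to GFP; compounds are titrated.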
# GAA inh: alpha-glucosidase (human) inhibition; purified human GAA, 4-MU-alpha-glucoside fluorescence; Potency, µM (titrated, usually from 76.9 µM), inactives show at the highest dose activity change, negative = inhibition, actives largely listed as inhibitors; 200,000 compounds, 0.005% hits; AID 1466;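 also: plate controls were uninhibited enzyme wells for no effect and no-enzyme background for full effect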
#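 Human enzyme at 4 nM with 400 uM 4-methylumbelliferyl-alpha-D-pyranoside, citrate/phosphate buffer pH 5.0, 0.005% Tween-20, 20 min at room temperature. Compounds up to 77 uM. 4-MU fluorescence (Ex 365/Em 440) read after NaOH/glycine stop; AC50 from Hill fit.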
# HttQ103 aggreg: reduces HttQ103-GFP aggregates in PC12 cells; PC12 HttQ103-GFP aggregates, Acumen cytometry, 40 h; Potency, µM (top dose mostly 46.1 µM), inactives show top-dose activity change, negative = inhibition, usual class: inhibitors; 220,000 compounds, 1.1% hits; also: % is scaled to controls: 0 for no effect and ±100 for the full control effect; nearly all actives have a fitted effect of over 60% in size
#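 Huntingtin Q103 exon 1–GFP aggregates in induced PC12 cells (100 nM tebufenozide) were quantified by cytometry from lysates, with compounds dosed in titration.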
# GAA glycogen: GAA glycogen-cleavage inhibition or activation. 300,000 compounds, 0.38% hits. Potency, µM (highest dose often 76.4 µM), for inactives: at the top dose activity change, negative = inhibition, actives largely listed as inhibitors. recombinant GAA, glycogen substrate, Amplex Red glucose oxidase fluorescence. P10253. AID 2100;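 also: 0% = full enzyme reaction and -100% = no-enzyme basal signal; the screen sought inhibitors and activators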
#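 qHTS, 1536-well; enzyme 4 nM final; cpd up to 77 uM; substrate bovine liver glycogen 30 ug; 50 mM citrate/phosphate pH 5.0, 0.01% Tween-20; 37 C, 40 min; Amplex Red detection 45 min RT; Hill fit → AC50.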
# IMPase Li inh: IMPase inhibition in cells with lithium potentiation. CHO-M1 cells, IP1 TR-FRET (IP-One), carbachol + lithium. Potency, µM (doses to about 59.4 µM), for the others: at the top dose activity, negative = IMPase inhibition, hits mostly inhibitors. 210,000 compounds, 0.35% hits. AID 1457;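 also: IP1 builds up when IMPase is blocked and the TR-FRET signal falls; plate controls were basal vehicle for no effect and high inhibitor control for full effect; nearly all actives have a fitted effect of over 50% in size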
#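 Lithium-sensitised IP1 accumulation assay; M1-expressing CHO cells treated 30 min at 37C with compound. Competitive antibody detection by time-resolved FRET followed a 10 min room-temperature lysis step.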
# RGS12 GoLoco inh: RGS12 GoLoco-Gai1 interaction inhibition; Gai1:RGS12 GoLoco peptide FP, rhodamine, 10 min; 230,000 compounds, 0.44% hits; P63096; AID 880; Potency, µM (highest dose often 61.6 µM), without a hit: top-dose activity, negative = inhibition, usual class: inhibitors; active = well fitted inhibition curve with a large enough effect, not every such curve was filed as active; inactive = no such curve, though single readings can be large or run the other way; also: % is scaled to controls: 0 for no effect and ±100 for the full control effect; nearly all actives have a fitted effect of over 30% in size; many of its hits are not listed in these tables
# Target sequence (P63096 whole entry, looked up): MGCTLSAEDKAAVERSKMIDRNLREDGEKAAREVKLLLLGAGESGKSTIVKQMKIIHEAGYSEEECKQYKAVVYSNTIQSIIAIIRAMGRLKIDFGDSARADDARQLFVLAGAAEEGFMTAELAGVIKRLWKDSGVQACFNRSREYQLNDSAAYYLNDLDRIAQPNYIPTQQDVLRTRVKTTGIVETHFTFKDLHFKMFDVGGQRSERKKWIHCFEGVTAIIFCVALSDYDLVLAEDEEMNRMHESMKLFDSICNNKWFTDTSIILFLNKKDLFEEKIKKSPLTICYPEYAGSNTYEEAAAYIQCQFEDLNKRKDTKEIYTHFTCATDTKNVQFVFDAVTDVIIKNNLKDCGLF
# * = called active by the depositor; ? = inconclusive; / = not tested or not shown; & = joins results of further samples; [ ] = another dose, or the depositor's remark. Unless noted, calls follow the shape of the dose curve; as a rule, active = well fitted curve in the direction sought with a large enough effect; inconclusive = small, poorly fitted or top-dose-only effect, or another doubt; inactive = no such curve, though single readings can be large; an effect the other way counts as inactive or inconclusive. Potency is read from the fitted curve at half-maximal effect.
SMILES,aGlu spleen mod,HTT cytoprotect,GAA inh,HttQ103 aggreg,GAA glycogen,IMPase Li inh,RGS12 GoLoco inh
CCc1cccc(NC(=O)c2cc(OC)c(OC)c(OC)c2)c1,5%,/,-8%,3%,25%,-1%,6%
CC(C)(C)OC(=O)N/N=C\c1ccc(OC(=O)c2cccs2)cc1,-1%,37%[10 µM],-8%,-18%,5%,5%,-10%
O=C(Nc1ccc(Cl)c(Cl)c1)Nc1ccccc1C(=O)O,-2%,-41%[10 µM],?,5%[9.22 µM],5%,-1%,16%
CCc1nnc(NC(=O)CSc2ncnc3c2cnn3-c2ccc(OC)cc2)s1,-7%,-16%,0%,9%,6%,10µM*,17%
O=c1[nH]c2cc(S(=O)(=O)CCO)ccc2o1,-4%,0%[10 µM],2%[15.4 µM],-16%[9.22 µM],0%,/,-2%
Cc1nc(-c2ccccn2)nc(SCC(=O)N2CCOCC2)c1Cl,-6%,-3%[10 µM],/,28%[9.22 µM],2%,/,-20%
O=C(COc1ccccc1)OCc1csc(Nc2ccccc2)n1,11%,3%[10 µM],-4%,3%,4%,-1%,-3%
CCc1nnc(SCC(=O)Nc2ccc3c(c2)OCO3)o1,8%,-3%,-4%,12%,5%,5%[38.3 µM],5%
COc1cc(S(=O)(=O)N2CCOCC2)ccc1NC(=O)COC(=O)CC12CC3CC(CC(C3)C1)C2,-12%,4%,-2%,-8%,-11%,13%[38.3 µM],2%
CCOC(=O)/C(C#N)=C1/C=CN(c2ccccc2)C=N1,-9%,4%,-10%,20%,-1%,0%[38.3 µM],5%

# Brought forward from above: three compounds, followed by the next part.
SMILES,aGlu spleen mod,HTT cytoprotect,GAA inh,HttQ103 aggreg,GAA glycogen,IMPase Li inh,RGS12 GoLoco inh
CCc1nnc(SCC(=O)Nc2ccc3c(c2)OCO3)o1,8%,-3%,-4%,12%,5%,5%[38.3 µM],5%
COc1cc(S(=O)(=O)N2CCOCC2)ccc1NC(=O)COC(=O)CC12CC3CC(CC(C3)C1)C2,-12%,4%,-2%,-8%,-11%,13%[38.3 µM],2%
CCOC(=O)/C(C#N)=C1/C=CN(c2ccccc2)C=N1,-9%,4%,-10%,20%,-1%,0%[38.3 µM],5%
Cc1onc(-c2ccccc2)c1C(=O)c1c[nH]c(C(=O)NCCCN2CCOCC2)c1,5%,9%[10 µM],4%,-15%,0%,4%,0%
CCOC(=O)c1c(-c2ccccc2)csc1NC(=O)COc1ccc2c(C)cc(=O)oc2c1,-1%,13%[10 µM],-1%,6%,3%,4%,4%
C[C@]12CC[C@H]3c4ccc(O)cc4CC[C@@H]3[C@H]1CC[C@@H]2OC(=O)CCC1CCCC1,/,-87%[inhibitor],/,26%,/,-2%,-1%[14.2 µM]
O=C(NCCCN1CCOCC1)c1ccccc1-c1ccccc1,15%,3%,4%,-1%,8%,24%[38.3 µM],11%
O=C(Cn1cnc2cc([N+](=O)[O-])ccc2c1=O)Nc1ccc2c(c1)OCO2,8%,-36%[inhibitor],6%,6%,-7%,-3%,3%
Nc1ccc(C(=O)OCC(=O)N2CCc3ccccc3C2)cc1[N+](=O)[O-],1%,3%[10 µM],?,-11%,-18%,-6%,1%
CCC(=O)N1CCN(CCN=CC2=C(O)CC(c3ccc(OC)cc3)CC2=O)CC1 (centres undefined),-4%,12%[10 µM],0%,-9%,-6%,0%,4%
CC1CCC2(CC1)NC(=O)N(CC(=O)NCc1cccs1)C2=O (centres undefined),3%,-9%[10 µM],2%,-5%,-3%,-1%,2%
COC(=O)[C@@H](Cc1c[nH]c2ccccc12)NC(=O)c1cc(=O)[nH]c2ccccc12,-1%,9%[10 µM],/,-3%[9.22 µM],3%,/,16%
Cc1sc(NC(=O)CCl)c(C(=O)c2ccccc2)c1C,0%,-57%[inhibitor][10 µM],-4%,?,-4%,65%[activator][38.3 µM],-11%
CC(C)(C)c1ccc(C(=O)OC/C(O)=C(\C#N)c2nc3ccccc3s2)cc1,7%,24%[10 µM],-10%,-11%,-3%,-3%,4%
COc1ccc(Nc2nnc(SCC(=O)N3CCCC3)s2)cc1,4%,5%[10 µM],2%,4%,0%,-4%[38.3 µM],-3%
CC(C)CCNC(=O)c1c[nH]c2ccc(S(=O)(=O)N3CCC4(CC3)OCCO4)cc2c1=O,-1%,/,?,2%,4%,0%,-7%
COc1ccccc1NC(=O)COC(=O)Cc1c[nH]c2ccccc12,0%,-22%,-12%,-12%,6%,3%,16%
COc1ccc(NC(=O)c2c(Nc3ccccc3)sc(C(=O)c3ccc(F)cc3)c2N)cc1,4%,-16%,-2%,?,-9%,35%[activator][38.3 µM],-12%
O=C1CC(c2ccccc2)CC(O)=C1C=NCCc1ccccc1 (centres undefined),-3%,-7%,?,6%,-1%,0%,11%
Cc1ccc(Cn2c(SCCN3CCCCC3)nc3c2c(=O)[nH]c(=O)n3C)cc1,-6%,-7%[10 µM],-19%,-22%,-4%,13%,-9%
CC(C)C[C@@H](CC(=O)N[C@@H](CCC(=O)O)CC(=O)O)NC(=O)[C@@H]1CCCC[C@H]1NC(=O)C[C@@H](NC(=O)C[C@H](Cc1ccccc1)NC(=O)[C@@H]1CNCC[C@H]1N)C(C)C,-13%,6%[1.9 µM],/,/,/,20%,2%
COc1cc2c(cc1OC)C(C(=O)N1CCCCC1)C(c1ccccc1F)N(C)C2=O (centres undefined),-3%,1%,-2%,4%,10%,1%[38.3 µM],-12%
CCOc1ccc(NC(=O)Cn2c(=O)oc3ccccc32)cc1,-5%,11%,-6%,-4%,0%,21%[38.3 µM],-24%
O=[N+]([O-])c1ccc(N2CCCCC2)cc1,-8%,-10%[10 µM],/,-5%[9.22 µM],8%,/,7%
Cc1cc(NC(=O)c2ccco2)ncc1NC(=O)Cc1ccccc1,-6%,-12%,5%,8%,1%,10%[38.3 µM],1%
Cc1cccc(/N=C2/NC(=O)C(Cc3ccccc3)S2)n1 (centres undefined),2%,9%[10 µM],?,-7%[9.22 µM],19%,?,12%
COc1cc(OC)c2ccc(=O)oc2c1C(CCN1CCN(c2ccccc2)CC1)c1ccc2c(c1)OCO2 (centres undefined),-12%&-2%,7%[10 µM],/,7%[9.22 µM],-7%,/,7%
CCOc1ccc(C/C(N)=N/n2cnnc2)cc1,4%,-20%,1%,-19%,-2%,27%[38.3 µM],3%
CCOC(=O)C1=NOC(Cn2cc(C#N)c(=O)n(C)c2=O)C1 (centres undefined),6%,14%[10 µM],2%,4%,4%,-2%,0%
CCN1CCn2c1nc(N1CCCCC1)nc2=O,-6%,-6%,-4%,?,-5%,16%[38.3 µM],6%
N#CCC(CNc1ncc(C(F)(F)F)cc1Cl)OC(=O)c1cccc([N+](=O)[O-])c1 (centres undefined),-10%,-3%[10 µM],-7%,-2%,2%,7%,3%
O=C(CCCN1C(=O)c2ccccc2C1=O)Nc1sc2c(c1C(=O)NCc1ccco1)CCC2,-1%,-2%,?,-9%,-3%,52%[activator][38.3 µM],8%
Cc1cc(=O)oc2cc(OCC(=O)N/N=C/c3cc([N+](=O)[O-])ccc3O)ccc12,-9%,0%[10 µM],-7%,-27%,-6%,-5%,14%

# Five compounds already listed, arranged by the value under GAA inh, highest first.
smiles,GAA inh,HttQ103 aggreg,GAA glycogen,RGS12 GoLoco inh
Cc1cc(NC(=O)c2ccco2)ncc1NC(=O)Cc1ccccc1,5%,8%,1%,1%
CCOC(=O)C1=NOC(Cn2cc(C#N)c(=O)n(C)c2=O)C1 (centres undefined),2%,4%,4%,0%
CCOc1ccc(C/C(N)=N/n2cnnc2)cc1,1%,-19%,-2%,3%
CCN1CCn2c1nc(N1CCCCC1)nc2=O,-4%,?,-5%,6%
N#CCC(CNc1ncc(C(F)(F)F)cc1Cl)OC(=O)c1cccc([N+](=O)[O-])c1 (centres undefined),-7%,-2%,2%,3%

# Following part
SMILES,aGlu spleen mod,HTT cytoprotect,GAA inh,HttQ103 aggreg,GAA glycogen,IMPase Li inh,RGS12 GoLoco inh
Cc1ccccc1/[N+]([O-])=C/c1cccs1,0%,-37%[inhibitor],6%,-4%,11%,0%,0%
NC(=O)C1CCN(C2=C(NS(=O)(=O)c3ccc(Cl)cc3)C(=O)c3ccccc3C2=O)CC1,-8%,-7%[10 µM],/,-9%[9.22 µM],?,/,-10%
Cc1cc(C(=O)NCC(C)C)c2ccccc2n1,-3%,8%,-5%,12%,-1%,11%[38.3 µM],7%
CN1CCN(C(=O)C23CC4CC(C)(CC(C)(C4)C2)C3)CC1,1%,10%[10 µM],/,-5%[9.22 µM],7%,/,5%
CCC(C(=O)Nc1ccccc1-c1ccccc1)c1ccccc1 (centres undefined),4%,7%,2%,13%,-5%,14%[38.3 µM],-1%
CSc1nc(=S)cc(C)[nH]1,2%,0%[10 µM],/,-9%[9.22 µM],1%,/,5.6µM*
Cc1cc(O)c(C(=O)c2ccccc2C(=O)O)cc1C,-21%,9%,-2%,-3%,2%,1%[38.3 µM],0%
Cc1cccc2c3c([nH]c12)C(=O)CC(C)(C)S3,2%,4%[10 µM],-8%,-6%[9.22 µM],0%,1%,13%
COc1ccc(CC(=O)NNC(=O)c2cccs2)cc1,-2%,8%[10 µM],3%,9%,8%,6%,-1%
CCOc1cc(CNc2ncn[nH]2)ccc1OCC(=O)NC(C)(C)C,4%,10%[10 µM],-3%,12%[9.22 µM],16%,0%,9%
O=C(c1cccc(Cl)c1)c1nn(-c2ccccc2)c(=O)cc1C(F)(F)F,-6%,-60%[inhibitor],11%,17%[9.22 µM],14%,12%[38.3 µM],4%
COc1ccc(OC)c(/C=C/C(=O)Nc2ccc3c(c2)CCC3)c1,1%,-14%[10 µM],0%,-1%,4%,4%,-3%
CCOC(=O)C(Sc1nn(C)c(=S)s1)C(C)=O (centres undefined),-3%,-53%[inhibitor][10 µM],2%,?,-6%,6%[38.3 µM],-32%
CCN(CC)C(=O)COc1ccc(/C(C)=N/NC(=O)c2ccccc2Br)cc1,-1%,-41%[inhibitor],8%,12%,6%,4%,4%
O=C(NCCc1ccc(O)cc1)c1ccc(Cl)cc1,-3%,-39%[inhibitor],?,25%,5%,-11%[38.3 µM],1%

# Some of the compounds tested; count on the stated rates, not on these rows.
